D2 agonist: agonists of human D2 dopamine receptor; P14416; HEK293 T-REx D2 cells, calcium flux agonist mode; activation, % at 2 µM; 340,000 tested, 0.53% active;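 active = activation over 3 SD above normal in the single-dose calcium agonist read, cut at about 30% in these data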; also: 0% is about no effect
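Tetracycline-induced HEK293 Trex cells with D2 receptor force-coupled to calcium signaling, plated overnight at 30 C and loaded with no-wash calcium dye. Calcium flux read kinetically for 180 s after compound addition; responses flag agonists.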
TRHR ag: activates the human TRH receptor; P34981; TRHR cells, calcium flux fluo-8, FDSS agonist mode; activation, % at 2 µM; 360,000 tested, 0.18% active; AID 493084; in the data active = activation above about 30%; also: 0% is about no effect
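Fluo-8-loaded TRHR cells; 10 s baseline, compound added, kinetic Ca2+ fluorescence read 1/s, agonist mode.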
D2 antagonist: D2 dopamine receptor (human) antagonism | 340,000 tested, 2% active | P14416 | HEK293 TREx D2 cells, calcium flux, dopamine EC80 | inhibition, % at 10 µM; in the data active = inhibition above about 30%; also: 0% is about no effect
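Tetracycline-induced HEK293 TREx cells expressing D2 receptor forced-coupled to calcium signalling, loaded with no-wash calcium dye. Compounds added and calcium flux read 180 s, then dopamine added at EC80 and read a further 180 s.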
USP1-UAF1 inh: inhibitors of human USP1/UAF1 deubiquitinase | 390,000 tested, 0.23% active | recombinant USP1/UAF1, Ub-Rhodamine cleavage fluorescence | Potency, µM (top dose mostly 57.1 µM), inactives show at the top dose activity change, negative = inhibition, usual class: inhibitors; also: potency is read from the fitted curve at half-maximal effect; % is scaled to controls: 0 for no effect and ±100 for the full control effect; nearly all actives have a fitted effect of over 60% in size; inactives centre near -12
Target sequence (O94782 whole entry, looked up): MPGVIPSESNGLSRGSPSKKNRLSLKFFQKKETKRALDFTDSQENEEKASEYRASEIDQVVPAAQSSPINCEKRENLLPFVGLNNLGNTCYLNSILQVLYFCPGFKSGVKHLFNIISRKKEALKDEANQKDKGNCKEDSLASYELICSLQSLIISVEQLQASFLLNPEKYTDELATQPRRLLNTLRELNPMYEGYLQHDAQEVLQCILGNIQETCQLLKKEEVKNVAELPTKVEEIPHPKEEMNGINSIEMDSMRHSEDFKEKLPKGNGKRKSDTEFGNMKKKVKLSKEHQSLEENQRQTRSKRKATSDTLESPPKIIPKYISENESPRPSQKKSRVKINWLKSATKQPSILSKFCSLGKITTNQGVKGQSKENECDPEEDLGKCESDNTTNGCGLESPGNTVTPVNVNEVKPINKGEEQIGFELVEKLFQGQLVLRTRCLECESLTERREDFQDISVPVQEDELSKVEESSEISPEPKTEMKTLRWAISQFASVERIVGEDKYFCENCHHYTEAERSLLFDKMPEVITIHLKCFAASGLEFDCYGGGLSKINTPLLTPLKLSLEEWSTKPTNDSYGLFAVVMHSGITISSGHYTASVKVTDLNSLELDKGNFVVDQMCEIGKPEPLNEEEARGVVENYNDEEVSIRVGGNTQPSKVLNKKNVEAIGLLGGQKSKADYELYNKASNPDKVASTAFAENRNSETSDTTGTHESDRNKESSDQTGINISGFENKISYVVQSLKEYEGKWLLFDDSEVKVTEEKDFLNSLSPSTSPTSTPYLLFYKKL
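High-throughput fluorogenic screen: 1nM USP1/UAF1 complex, Ub-Rho substrate 150nM final, 50mM HEPES pH 7.8 with 0.5mM EDTA, 0.1 mg/ml BSA, 1mM TCEP and 0.01% Tween-20.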
Pin1 inh: inhibitors of human Pin1. Potency, µM (highest dose often 115 µM), for the others: at the highest dose activity, negative = inhibition, usual class: inhibitors. 390,000 tested, 0.009% active. Q13526. AID 504891. Pin1 FP peptide displacement, HiFluor488, 10 min; active = well fitted inhibition curve with a large enough effect in the polarisation, with a control signal flat, not every such curve was filed as active; inconclusive = small, poorly fitted or top-dose-only effect, or effect the other way, or a change in a side signal; inactive = no such curve, though single readings can be large or run the other way; the % refers to the polarisation; also: potency is read from the fitted curve at half-maximal effect; % is scaled to controls: 0 for no effect and ±100 for the full control effect
Target sequence (Q13526 whole entry, looked up): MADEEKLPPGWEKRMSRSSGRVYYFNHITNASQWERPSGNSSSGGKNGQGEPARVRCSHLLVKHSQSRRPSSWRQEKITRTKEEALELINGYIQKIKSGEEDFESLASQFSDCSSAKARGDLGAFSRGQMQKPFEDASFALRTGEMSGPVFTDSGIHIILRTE
TRHR enhancer: allosteric enhancers of human TRH receptor | 360,000 tested, 0.66% active | P34981 | TRHR cells, fluo-8 calcium fluorescence, EC20 TRH enhancement | enhancement, % at 2 µM; in the data active = enhancement above about 30%; also: 0% is about no effect
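TRHR-expressing cells loaded with fluo-8 calcium dye were read kinetically (ex 480/em 530) during compound addition, then stimulated with an EC20 of TRH (10 nM final). Enhancement of the Gq-mediated intracellular calcium response was scored.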
TrxR1 substrate: substrates of rat thioredoxin reductase 1; purified TrxR1 substrate turnover, NADPH consumption readout; Potency, µM (titrated, usually from 114 µM), for the others: at the top dose activity change, negative = substrate turnover; 390,000 tested, 0.01% active; AID 588456; also: potency is read from the fitted curve at half-maximal effect; % is scaled to controls: 0 for no effect and ±100 for the full control effect; nearly all actives have a fitted effect of over 50% in size
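Rat TrxR1, dispensed at 90 nM, was prereduced with 400 uM NADPH (final) for 5 min at ~22 deg C, then incubated with compound 15 min before 400 uM selenite. A first-read NADPH fluorescence drop versus no-compound background flagged substrates.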
mIDH1 inhibitor: human IDH1 R132H inhibition; Potency, µM (highest dose often 76.6 µM), for the others: at the highest dose activity change, negative = inhibition, hits mostly inhibitors; IDH1-R132H enzyme, NADPH consumption, diaphorase/resazurin fluorescence; 390,000 tested, 0.093% active; O75874; also: potency is read from the fitted curve at half-maximal effect; % is scaled to controls: 0 for no effect and ±100 for the full control effect; nearly all actives have a fitted effect of over 65% in size
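IDH1-R132H (0.5 ug/mL) preincubated 30 min with compound, then NADPH (0.016 mM) and alpha-KG (2 mM) added; 80 min at RT, pH 7.5. Remaining NADPH coupled via diaphorase/resazurin to fluorescence (540/590 nm); concentration-response curves normalized to no-enzyme control.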
TrxR1 inh: inhibitors of rat thioredoxin reductase 1. recombinant rTrxR1, NADPH fluorescence consumption, selenite substrate. Potency, µM (doses to about 114 µM), inactives show top-dose activity change, negative = inhibition, actives largely listed as inhibitors. 390,000 tested, 1% active. AID 588453; also: potency is read from the fitted curve at half-maximal effect; % is scaled to controls: 0 for no effect and ±100 for the full control effect; nearly all actives have a fitted effect of over 65% in size
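Rat TrxR1 (90 nM in the dispensed reagent) was pre-reduced with 400 uM NADPH for 5 min at room temperature, then incubated with compound for 15 min. After 400 uM selenite was added, NADPH fluorescence (Ex 340/Em 450 nm) was followed for 8 min.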
Starred values were filed as active, the others as inactive; [ ] = another dose, or the depositor's remark. Unless noted, calls follow the shape of the dose curve; as a rule, active = well fitted inhibition curve with a large enough effect; inconclusive = small, poorly fitted or top-dose-only effect; inactive = no such curve, though single readings can be large or run the other way.

The opening two records as a preview:
For N#Cc1cccc(CN2CCCN(Cc3ccc(F)cc3)S2(=O)=O)c1 the results were D2 agonist -0.9, TRHR ag 0.1, D2 antagonist 7, USP1-UAF1 inh -21%, Pin1 inh 10%, TRHR enhancer -5, TrxR1 substrate -4%, mIDH1 inhibitor -7% and TrxR1 inh 6%.
CCOC(=O)c1c(NC(=S)Nc2ccc(Cl)cc2)sc2c1CCN(C)C2 was read as D2 agonist 1.1, TRHR ag 3.3, D2 antagonist -8, USP1-UAF1 inh -16%, Pin1 inh inconclusive, TRHR enhancer 5, TrxR1 substrate -10%, mIDH1 inhibitor 7% and TrxR1 inh inconclusive.

This part in full, repeating the preview:
For N#Cc1cccc(CN2CCCN(Cc3ccc(F)cc3)S2(=O)=O)c1 the results were D2 agonist -0.9, TRHR ag 0.1, D2 antagonist 7, USP1-UAF1 inh -21%, Pin1 inh 10%, TRHR enhancer -5, TrxR1 substrate -4%, mIDH1 inhibitor -7% and TrxR1 inh 6%.
CCOC(=O)c1c(NC(=S)Nc2ccc(Cl)cc2)sc2c1CCN(C)C2 was read as D2 agonist 1.1, TRHR ag 3.3, D2 antagonist -8, USP1-UAF1 inh -16%, Pin1 inh inconclusive, TRHR enhancer 5, TrxR1 substrate -10%, mIDH1 inhibitor 7% and TrxR1 inh inconclusive.
Screening COc1cc(C(=O)N2CCN=C2c2ccccc2)cc(OC)c1OC returned D2 agonist 0.3, TRHR ag -1.3, D2 antagonist -17, USP1-UAF1 inh -18%, Pin1 inh -10%, TRHR enhancer -2, TrxR1 substrate 4%, mIDH1 inhibitor 15% and TrxR1 inh 6%.
Screening NC(=O)c1nsc(C(=O)N(Cc2cccnc2)C(C(=O)NC2CCCC2)c2ccc(F)cc2)c1N (stereo not given) returned TRHR ag -0.8, USP1-UAF1 inh -15%, Pin1 inh -2%, TRHR enhancer 5, TrxR1 substrate 14%[57.1 µM], mIDH1 inhibitor -4% and TrxR1 inh 16%[57.1 µM].
`Cc1ccc(S(=O)(=O)N2CCC(C(=O)OC(C)C(=O)N(C)c3ccccc3)CC2)cc1C` (stereo not given) gave D2 agonist 0.4, TRHR ag -0.7, D2 antagonist -4, USP1-UAF1 inh -8%, Pin1 inh 4%, TRHR enhancer -5, TrxR1 substrate -7%, mIDH1 inhibitor -8% and TrxR1 inh 8%.
`Cc1ccc(C)c(SCC(=O)Nc2ccc(S(=O)(=O)Nc3ncccn3)cc2)c1` gave TRHR ag -0.2, USP1-UAF1 inh -10%, Pin1 inh 3%, TRHR enhancer 4, TrxR1 substrate 0%, mIDH1 inhibitor -6% and TrxR1 inh 10%.
COc1ccc(N2CCN(C(c3cc4ccc(C)cc4[nH]c3=O)c3nnnn3C3CCCC3)CC2)cc1 (stereo not given) was read as D2 agonist 1.4, TRHR ag -0.3, D2 antagonist 5, USP1-UAF1 inh -18%, Pin1 inh -15%, TRHR enhancer -5, TrxR1 substrate -1%, mIDH1 inhibitor 4% and TrxR1 inh -21%.
`Cc1cc(NC(=O)CSCC(=O)Nc2ccc(C)c(C)c2)no1` gave D2 agonist -1.1, TRHR ag 0.2, D2 antagonist -21, USP1-UAF1 inh -10%, Pin1 inh 0%, TRHR enhancer 3, TrxR1 substrate 3%, mIDH1 inhibitor 3% and TrxR1 inh 16%.
`CCOC(=O)C(C)Oc1ccc(NC(=O)C(Cl)Cl)cc1` (stereo not given) gave D2 agonist -0.5, TRHR ag -0.1, D2 antagonist -35, USP1-UAF1 inh 3%, Pin1 inh 8%, TRHR enhancer -1, TrxR1 substrate -5%, mIDH1 inhibitor 5% and TrxR1 inh 11%[57.1 µM].
Screening CCOC(=O)C(=CNc1ccc(NC2=NCC(C)(C)S2)cc1)C(=O)OCC returned D2 agonist -1.0, TRHR ag 0.2, D2 antagonist 28, USP1-UAF1 inh -20%, Pin1 inh -5%, TRHR enhancer -8, TrxR1 substrate 5%[57.1 µM], mIDH1 inhibitor 3% and TrxR1 inh 14%[57.1 µM].
Screening Cn1cccc1/C=C1\Cc2ccccc2C1=O returned D2 agonist 0.5, TRHR ag 5.2, D2 antagonist -2, USP1-UAF1 inh -24%, Pin1 inh 42%[activator], TRHR enhancer -5, TrxR1 substrate -4%, mIDH1 inhibitor -5% and TrxR1 inh -3%.
Screening COc1ccc(-n2cc(-c3ccc(Cl)cc3)[nH]c2=S)cc1 returned D2 agonist -0.1, TRHR ag -1.2, D2 antagonist 3, USP1-UAF1 inh -13%, Pin1 inh 0%, TRHR enhancer 1, TrxR1 substrate -9%, mIDH1 inhibitor 1% and TrxR1 inh 0%.
CCOC(=O)c1ccc(CN(Cc2ccc(F)cc2)S(=O)(=O)c2ccc(F)c(C(=O)Nc3ccccc3C(F)(F)F)c2)cc1 was read as D2 agonist 0.4, TRHR ag 2.4, USP1-UAF1 inh -19%, Pin1 inh 31%[activator], TRHR enhancer 0, TrxR1 substrate -15%[57.1 µM], mIDH1 inhibitor -16% and TrxR1 inh -13%[57.1 µM].
For CC(C)(C)OC(=O)N1CCC(CNC(=O)c2ccc(F)cc2)CC1 the results were D2 agonist 32*, TRHR ag 0.1, D2 antagonist 5, USP1-UAF1 inh -23%, Pin1 inh 1%, TRHR enhancer 4, TrxR1 substrate 3%, mIDH1 inhibitor -2% and TrxR1 inh 18%.
`CC(=O)OC1CC(c2cc(C(C)(C)C)c(O)c(C(C)(C)C)c2)=NO1` (stereo not given) gave D2 agonist -1.8, TRHR ag -0.2, D2 antagonist -9, USP1-UAF1 inh -20%, Pin1 inh 2%, TRHR enhancer -1, TrxR1 substrate -7%, mIDH1 inhibitor 4% and TrxR1 inh 21%.
Screening O=C(NCc1ccc(F)cc1)C(=O)NCC1CCCN1S(=O)(=O)c1ccccc1 (stereo not given) returned D2 agonist 0.9, TRHR ag -0.4, D2 antagonist 0, USP1-UAF1 inh -6%, Pin1 inh -5%, TRHR enhancer -1, TrxR1 substrate -12%, mIDH1 inhibitor 7% and TrxR1 inh -5%.
CC1Cc2cc(S(=O)(=O)N3CCC(C(=O)N4CCCCC4)CC3)ccc2N1C(=O)C1CC1 (stereo not given) was read as D2 agonist 0.4, TRHR ag 0.0, D2 antagonist -16, USP1-UAF1 inh -13%, Pin1 inh -3%, TRHR enhancer 24, TrxR1 substrate 0%, mIDH1 inhibitor 7% and TrxR1 inh 17%.
Cc1ccc(-n2nc(C)cc2N)c(C)c1 was read as D2 agonist 0.2, TRHR ag -0.2, D2 antagonist 2, USP1-UAF1 inh -9%, Pin1 inh 3%, TRHR enhancer 0, TrxR1 substrate -2%[57.1 µM], mIDH1 inhibitor -1% and TrxR1 inh 16%[57.1 µM].
For O=C(/C=C/c1cn(-c2ccccc2)nc1-c1cccnc1)c1ccco1 the results were D2 agonist 0.1, TRHR ag -1.4, D2 antagonist 25, USP1-UAF1 inh -22%, Pin1 inh 2%, TRHR enhancer 3, TrxR1 substrate 11%[57.1 µM], mIDH1 inhibitor -11% and TrxR1 inh 5%[57.1 µM].
`COc1ccc(C)cc1NC(=O)CC1COc2ccccc2O1` (stereo not given) gave D2 agonist -0.1, TRHR ag -0.5, D2 antagonist 9, USP1-UAF1 inh -9%, Pin1 inh 6%, TRHR enhancer -4, TrxR1 substrate -12%[57.1 µM], mIDH1 inhibitor 5% and TrxR1 inh 27%[57.1 µM].
`Cc1ccc(S(=O)(=O)n2ccnc2)cc1C` gave D2 agonist 1.1, TRHR ag 0.5, D2 antagonist -5, USP1-UAF1 inh -10%, TRHR enhancer 4, TrxR1 substrate 0%, mIDH1 inhibitor 6% and TrxR1 inh 7%.
Screening CSc1ccccc1C(=O)Nc1cccc([N+](=O)[O-])c1C returned D2 agonist -0.4, TRHR ag 1.1, D2 antagonist -12, USP1-UAF1 inh -20%, Pin1 inh -3%, TRHR enhancer -3, TrxR1 substrate -2%, mIDH1 inhibitor 0% and TrxR1 inh 10%.
COc1ccc(N2CCN(C(=O)[C@@H](NC(=O)c3ccccc3Cl)C(C)C)CC2)cc1 was read as D2 agonist 0.3, TRHR ag -1.0, D2 antagonist -2, USP1-UAF1 inh -17%, Pin1 inh 2%, TRHR enhancer 4, TrxR1 substrate 2%, mIDH1 inhibitor 4% and TrxR1 inh 14%.
For Cc1cc(C)c(C#N)c(SCC(=O)N(CC(C)C)C2CCS(=O)(=O)C2)n1 (stereo not given) the results were D2 agonist -0.2, TRHR ag -0.2, D2 antagonist 7, USP1-UAF1 inh -15%, Pin1 inh -1%, TRHR enhancer 3, TrxR1 substrate -3%, mIDH1 inhibitor 5% and TrxR1 inh 7%.
For CCC(=O)NC1(C(F)(F)F)C(=O)Nc2c1c(=O)[nH]c(=O)n2Cc1ccco1 (stereo not given) the results were D2 agonist 0.3, TRHR ag 0.6, D2 antagonist 3, USP1-UAF1 inh -17%, Pin1 inh 1%, TRHR enhancer 3, TrxR1 substrate 1%, mIDH1 inhibitor 3% and TrxR1 inh -3%.
Cc1nc(C)c(CCNC(=O)c2cccc(Cl)c2)s1 was read as D2 agonist 1.0, TRHR ag 0.2, D2 antagonist 9, USP1-UAF1 inh -11%, Pin1 inh 2%, TRHR enhancer 4, TrxR1 substrate -5%, mIDH1 inhibitor 10% and TrxR1 inh -2%.
`CCS(=O)(=O)c1ccccc1C(=O)N1CCN(c2nc3ccccc3s2)CC1` gave D2 agonist -2.3, TRHR ag -0.7, USP1-UAF1 inh 6%, Pin1 inh -13%, TRHR enhancer 0, TrxR1 substrate -3%[57.1 µM], mIDH1 inhibitor -10% and TrxR1 inh 8%[57.1 µM].
`Cc1ccccc1NC(=O)CSc1nnc(-c2ccccc2)n1-c1ccccc1` gave D2 agonist 0.5, TRHR ag -0.1, D2 antagonist 0, USP1-UAF1 inh -13%, Pin1 inh 1%, TRHR enhancer -7, TrxR1 substrate 12%, mIDH1 inhibitor 4% and TrxR1 inh 25%.
Screening COc1cccc(CC(=O)Nc2sc3c(c2C(N)=O)CCCC3)c1 returned D2 agonist -0.3, TRHR ag 0.1, D2 antagonist 39*, USP1-UAF1 inh -10%, Pin1 inh -3%, TRHR enhancer -14, TrxR1 substrate -1%[57.1 µM], mIDH1 inhibitor 3% and TrxR1 inh -6%[57.1 µM].

Screening data from PubChem BioAssay.

A portion of the library, so the mix of outcomes need not match the whole.
